High-throughput results: PubChem, Broad Institute
ARNT-TACC3 inh = disruptors of human ARNT/TACC3 interaction; AlphaScreen His-ARNT PAS-B/GST-TACC3 binding, luminescence; TACC3 fragment carries E629A point mutation; inhibition, % at 9.99 µM; actives 0.66% (n = 390,000); AID 623870;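 active = mean inhibition of replicates at least 50% and at least half of replicates each reaching 50%; inconclusive = half or more replicates reach 50% but mean below 50%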;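 note: 0% = complete ARNT plus TACC3 wells and 100% = ARNT alone without TACC3; many hits fall short of the cut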
esBAF inh = SWI/SNF esBAF complex inhibition. reporter increase, % at 12.5 µM. AID 602393. mouse ES cells, Bmi1-luciferase knock-in reporter, 24 h; 100% = twice the neutral-well signal. actives 2% (n = 350,000); in the data active = activation above about 40%; inconclusive = no clear call, values can overlap the other calls;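 note: 0% = median of the plate's neutral control wells and 100% = double that signal; a rise in the Bmi1 reporter signal indicates esBAF inhibition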
C2C12 statin = suppressors of simvastatin-induced myotoxicity in C2C12 myotubes | ATP luminescence, 48 h; scaled: DMSO 0, geranylgeraniol control 100 | rescue of ATP level, % at 7.49 µM | actives 0.78% (n = 330,000);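 active = mean ATP rescue above about 67%, or every replicate alone reaching that limit, limit read from the data, passing the limit was not always enough; inconclusive = no clear call, values can overlap the other calls; inactive = mean under the limit and some replicate under it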;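 note: myotubes were challenged with 10 µM simvastatin during compound exposure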
Cneo AK release = causes C. neoformans cell lysis; adenylate kinase release luminescence, 4 h; normalised: neutral wells 0, clomiphene wells 100; lysis activity, % at 15 µM; actives 0.2% (n = 360,000); AID 651654;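 active = mean lysis activity across replicates of at least 80%, whatever share of replicates individually reach that level; inactive = mean lysis activity below 80%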
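read-out = cell lysis signal | test system = log-phase Cryptococcus neoformans yeast cells | input = cells at 5 × 10^6 per mL | medium = fresh YPD growth medium | signal = luminescent adenylate kinase detection reagent | timing = 4 h at 37 °C static, read 1 h later | dosing = single dose | controls = Clomiphene as positive lysis control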
ERp5 block = blocks human ERp5 reductase activity on insulin | inhibition, % at 9.99 µM | ERp5 insulin aggregation, absorbance 650 nm, 90 min | Q15084 | actives 0.05% (n = 350,000);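 active = mean replicate inhibition above about 25%, with every replicate also reaching it, limit read from the data, passing the limit was not always enough; inconclusive = only one of those two criteria met; inactive = neither criterion met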
Target sequence (Q15084 whole entry, looked up): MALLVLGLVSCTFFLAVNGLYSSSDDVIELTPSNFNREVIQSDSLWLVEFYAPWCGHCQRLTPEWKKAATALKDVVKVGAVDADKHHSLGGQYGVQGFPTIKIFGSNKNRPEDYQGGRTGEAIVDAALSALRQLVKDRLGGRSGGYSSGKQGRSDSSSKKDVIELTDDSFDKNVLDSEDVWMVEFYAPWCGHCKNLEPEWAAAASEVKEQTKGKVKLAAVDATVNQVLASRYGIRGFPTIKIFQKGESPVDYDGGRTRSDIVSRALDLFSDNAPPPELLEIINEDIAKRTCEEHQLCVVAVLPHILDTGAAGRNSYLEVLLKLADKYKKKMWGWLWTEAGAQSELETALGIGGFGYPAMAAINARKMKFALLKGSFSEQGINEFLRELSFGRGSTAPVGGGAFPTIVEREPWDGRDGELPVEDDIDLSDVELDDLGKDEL
miR122 inh = blocks miR-122 activity in Huh7 sensor cells. Huh7 miR-122 Renilla luciferase sensor, 48 h; neutral wells = 0, positive control = 100. activation (reporter increase), % at 12.5 µM. actives 0.3% (n = 340,000);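 active = mean replicate activation score at least 90 and every replicate individually at or above 90; inconclusive = only one of the two criteria met; inactive = neither criterion met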;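 note: higher luciferase means less miR-122 activity so hits act as miR-122 inhibitors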
SIRT5 inh = blocks human SIRT5 desuccinylation of peptide. Q9NXA8. Purified SirT5, succinyl-peptide AMC, trypsin-coupled fluorescence. inhibition, % at 15 µM. actives 1.1% (n = 330,000). AID 652115; in the data active = inhibition above about 15%; inconclusive = no clear call, values can overlap the other calls
Target sequence (Q9NXA8 whole entry, looked up): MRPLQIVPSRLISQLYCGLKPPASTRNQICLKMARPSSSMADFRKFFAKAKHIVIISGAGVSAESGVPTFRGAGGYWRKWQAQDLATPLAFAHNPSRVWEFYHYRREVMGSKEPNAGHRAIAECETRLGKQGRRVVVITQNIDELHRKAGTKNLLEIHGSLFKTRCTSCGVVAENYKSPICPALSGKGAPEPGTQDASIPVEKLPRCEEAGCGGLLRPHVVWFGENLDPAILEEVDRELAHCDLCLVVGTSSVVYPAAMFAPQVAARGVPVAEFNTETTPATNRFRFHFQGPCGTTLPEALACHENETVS
* = called active by the depositor; [ ] = another dose, or the depositor's remark. This is a random part of the collection (roughly 4% active in at least one column).

Screening CC(C)(C)OC1NS(=O)(=O)OCC1NCOC(Cl)(Cl)Cl (stereo not drawn) returned ARNT-TACC3 inh 22, Cneo AK release 0, ERp5 block 12 and miR122 inh 2.
`Cc1noc(C)c1S(=O)(=O)Nc1ccc2c(c1)C(=O)N([C@H](C)CO)C[C@@H](C)[C@@H](CN(C)S(=O)(=O)c1cccs1)O2` gave ARNT-TACC3 inh 9, esBAF inh 4, C2C12 statin -14, Cneo AK release -1, ERp5 block 0, miR122 inh 15[16.7 µM] and SIRT5 inh -23.
C[C@@H]1CCCCO[C@H](CN(C)C(=O)C2CCCCC2)[C@@H](C)CN([C@H](C)CO)C(=O)c2cc(NC(=O)CCCCCC(=O)Nc3ccccc3N)ccc2O1 was read as ARNT-TACC3 inh 8, esBAF inh -3, Cneo AK release 7, ERp5 block -2 and miR122 inh -1[16.7 µM].
For Cc1ccc([N+](=O)[O-])cc1NC(=S)NC(=O)c1ccco1 the results were ARNT-TACC3 inh -9, esBAF inh 9, C2C12 statin -3, Cneo AK release 0 and miR122 inh -3.
CCC(=O)N1C[C@@H](C)[C@H](OC)CN(C)C(=O)c2cc(NC(=O)Nc3cccc(F)c3)ccc2OC[C@H]1C was read as ARNT-TACC3 inh 0, esBAF inh -3, C2C12 statin 17, Cneo AK release -1, ERp5 block -2, miR122 inh -9[16.7 µM] and SIRT5 inh 5.
For Cc1ccccc1S(=O)(=O)N1CCCCN2[C@H](CO)[C@H](c3ccc(-c4cccnc4)cc3)[C@@H]2C1 the results were ARNT-TACC3 inh 10, esBAF inh 5, C2C12 statin 8, Cneo AK release -6, ERp5 block 2, miR122 inh -3[16.7 µM] and SIRT5 inh 4.
`COC(=O)c1cccc(NC(=O)c2cccc(-n3cnnn3)c2)c1` gave esBAF inh -6, C2C12 statin -6, Cneo AK release -1, ERp5 block 4 and miR122 inh 2.
For Cc1nc(-c2ccc(Cl)cc2)sc1C(=O)CBr the results were ARNT-TACC3 inh 5, ERp5 block -2 and SIRT5 inh -1.
Cc1cc(NC(=O)CSc2ncc(C(F)(F)F)cc2Cl)no1 was read as ARNT-TACC3 inh -1, esBAF inh -5, C2C12 statin 3, Cneo AK release 0, ERp5 block 0 and SIRT5 inh 0.
`O=C(CSc1nc2ccncc2[nH]1)Nc1ccccc1C(F)(F)F` gave ARNT-TACC3 inh 2, esBAF inh 4, C2C12 statin -4 and Cneo AK release 2.

A draw from above in order of count of non-hydrogen atoms, falling.
CCC(=O)N1C[C@@H](C)[C@H](OC)CN(C)C(=O)c2cc(NC(=O)Nc3cccc(F)c3)ccc2OC[C@H]1C was read as ARNT-TACC3 inh 0, esBAF inh -3, C2C12 statin 17, Cneo AK release -1, ERp5 block -2, miR122 inh -9[16.7 µM] and SIRT5 inh 5.
`O=C(CSc1nc2ccncc2[nH]1)Nc1ccccc1C(F)(F)F` gave ARNT-TACC3 inh 2, esBAF inh 4, C2C12 statin -4 and Cneo AK release 2.
Cc1cc(NC(=O)CSc2ncc(C(F)(F)F)cc2Cl)no1 was read as ARNT-TACC3 inh -1, esBAF inh -5, C2C12 statin 3, Cneo AK release 0, ERp5 block 0 and SIRT5 inh 0.

The results go on.
Screening Cc1c(C(=O)Nc2ccc(OCc3ccccc3)cc2)cccc1[N+](=O)[O-] returned ARNT-TACC3 inh -5, esBAF inh 8, C2C12 statin inconclusive, Cneo AK release 0 and miR122 inh 6.
For O=C(CCC1CCCC1)N1CCC(N2CCN(c3ccccc3)CC2)CC1 the results were ARNT-TACC3 inh -4, esBAF inh 6, C2C12 statin 8, Cneo AK release -3 and miR122 inh -13.
Screening CC1CCCCC1NC(=O)CN1CCC(NC(=O)c2cccc(F)c2)CC1 (stereo not drawn) returned ARNT-TACC3 inh -3, esBAF inh 0, C2C12 statin -9, Cneo AK release 1, ERp5 block 2 and SIRT5 inh -2.
For Clc1ccc(-c2nnc(C3CC3)o2)cc1 the results were ARNT-TACC3 inh -2, esBAF inh 5, C2C12 statin 4, ERp5 block 2 and SIRT5 inh -5.
Screening O=C(COc1ccc(S(=O)(=O)N2CCOCC2)cc1)N1CCc2ccccc2C1 returned ARNT-TACC3 inh -1, Cneo AK release -1, ERp5 block -4, miR122 inh 2 and SIRT5 inh 4.
Screening CNN/C(N=Cc1ccc([N+](=O)[O-])s1)=N\S(=O)(=O)c1cc(C)c(Cl)cc1SCc1ccccc1 returned ARNT-TACC3 inh -2, esBAF inh 3, C2C12 statin -79, ERp5 block -7 and miR122 inh 24.
For C[C@@H]1CN([C@@H](C)CO)C(=O)Cc2cc(NS(=O)(=O)c3ccccc3)ccc2O[C@@H]1CN(C)Cc1ccc2c(c1)OCO2 the results were ARNT-TACC3 inh 23, esBAF inh 1, C2C12 statin 42, Cneo AK release 0, ERp5 block -3, miR122 inh 7[16.7 µM] and SIRT5 inh 1.
`Cc1ccc(C(=O)NC2CCCCCC2)o1` gave ARNT-TACC3 inh -10, esBAF inh inconclusive, C2C12 statin 1, Cneo AK release 1 and miR122 inh -7.
Cc1cc(C(C)(C)C)cc(S(=O)(=O)Nc2ccc(C(=O)O)cc2)c1C was read as ARNT-TACC3 inh -8, esBAF inh -4, C2C12 statin 2, Cneo AK release 2, ERp5 block -4, miR122 inh 165* and SIRT5 inh 0.
`O=C(c1cccc(F)c1)N1CCN(S(=O)(=O)Cc2ccccc2)CC1` gave ARNT-TACC3 inh -4, Cneo AK release -1, ERp5 block 3 and SIRT5 inh 6.
`O=C(NCc1ccc2c(c1)OCO2)c1cc(-n2cnnc2)ccc1Cl` gave ARNT-TACC3 inh -6, esBAF inh 4, C2C12 statin 8, Cneo AK release 0 and miR122 inh -5.
CCc1ccc(OCC(=O)NC(NC(=S)Nc2ccc(C)cc2C)C(Cl)(Cl)Cl)cc1 (stereo not drawn) was read as ARNT-TACC3 inh 0, Cneo AK release -4 and miR122 inh 0.
For O=C(C1CCCC1)N1CCN(S(=O)(=O)c2cccc(Cl)c2Cl)CC1 the results were ARNT-TACC3 inh -5, esBAF inh -5, C2C12 statin 0, Cneo AK release -4, ERp5 block 1, miR122 inh -2 and SIRT5 inh 5.
`CCOCCCn1c(SCc2nc3ccccc3s2)nc2ccccc2c1=O` gave ARNT-TACC3 inh -4, ERp5 block 0 and SIRT5 inh 8.
`O=C(COC(=O)c1ccc(OC(F)F)cc1)Nc1cccc(S(=O)(=O)NC2=NCCC2)c1` gave ARNT-TACC3 inh -10, esBAF inh -2, C2C12 statin 10, Cneo AK release 1, ERp5 block 5, miR122 inh 7 and SIRT5 inh 0.
Screening COCCOC(=O)C1=C(C)NC(=O)NC1c1ccc(OC(=O)c2ccco2)c(OC)c1 (stereo not drawn) returned ARNT-TACC3 inh -3, esBAF inh 5, C2C12 statin 3 and Cneo AK release 2.
`O=C(CSc1nnc(CN2CCOCC2)n1-c1ccccc1)Nc1ccc(Cl)cc1` gave ARNT-TACC3 inh -2, esBAF inh -1, C2C12 statin -3, Cneo AK release 0 and miR122 inh 0.
Screening NS(=O)(=O)c1ccc(NC(=S)NCCc2ccccc2)cc1 returned ARNT-TACC3 inh 3, ERp5 block -4, miR122 inh -3 and SIRT5 inh 7.
`CCc1ccccc1-n1c(SCC(=O)N2CCCC2)nc2[nH]ncc2c1=O` gave ARNT-TACC3 inh 1, ERp5 block -7, miR122 inh -2 and SIRT5 inh -4.
For O=C(C[C@H]1CC[C@H]2[C@@H](COC[C@H](O)CN2S(=O)(=O)c2cccc(F)c2)O1)Nc1ccccc1 the results were ARNT-TACC3 inh 0, esBAF inh 3, C2C12 statin -2, Cneo AK release -1, ERp5 block -2, miR122 inh -9[16.7 µM] and SIRT5 inh 1.
Screening Cc1sc2nc(C)n(/N=C/c3ccccc3)c(=O)c2c1C returned ARNT-TACC3 inh -5, esBAF inh 1, C2C12 statin 5, Cneo AK release 1, ERp5 block -9, miR122 inh -2 and SIRT5 inh -3.
For C/C=C/c1cnc2c(c1)C(=O)N([C@@H](C)CO)C[C@H](C)[C@@H](CN(C)C(=O)Cc1ccccc1)O2 the results were ARNT-TACC3 inh -7, esBAF inh -2, C2C12 statin 12, Cneo AK release 0, ERp5 block -5, miR122 inh -3[16.7 µM] and SIRT5 inh -1.
O=C(CNCC1CCCO1)N1CCCc2ccccc21 (stereo not drawn) was read as ARNT-TACC3 inh 0, esBAF inh -3, C2C12 statin 1, Cneo AK release 0, ERp5 block -4 and SIRT5 inh 0.
For Cc1ccc(NC(=O)N2CCCC2C(=O)Nc2ccc3c(c2)OCCO3)cc1 (stereo not drawn) the results were ARNT-TACC3 inh 4, esBAF inh 7, C2C12 statin 12, Cneo AK release -11, ERp5 block 1 and SIRT5 inh -4.
Screening C[C@@H]1CN([C@@H](C)CO)C(=O)Cc2cc(NS(=O)(=O)c3ccc(Cl)cc3)ccc2O[C@@H]1CN(C)CC1CCCCC1 returned ARNT-TACC3 inh 4, esBAF inh 4, C2C12 statin 11, Cneo AK release -2, ERp5 block 7, miR122 inh -5[16.7 µM] and SIRT5 inh 20*.
Screening C[C@@H]1CN([C@H](C)CO)S(=O)(=O)c2ccc(C#CC3CCCC3)cc2O[C@@H]1CN(C)C returned ARNT-TACC3 inh 42, esBAF inh -1, C2C12 statin -29, Cneo AK release 5, ERp5 block -4, miR122 inh -29[16.7 µM] and SIRT5 inh 3.
`CCOc1c2ccccc2nn1CCOC` gave ARNT-TACC3 inh -5, esBAF inh -8, C2C12 statin -10, Cneo AK release 2, ERp5 block -2, miR122 inh 1 and SIRT5 inh -1.
`Cn1cnc(S(=O)(=O)N2CCCCN3[C@H](C2)[C@H](c2ccc(-c4cccc(F)c4)cc2)[C@@H]3CO)c1` gave ARNT-TACC3 inh -2, esBAF inh 5, C2C12 statin 3, Cneo AK release 1, ERp5 block -2, miR122 inh 0[16.7 µM] and SIRT5 inh -2.
For C=CCn1c(CCNC(=O)c2ccccc2F)nnc1SCc1nc2ccccc2c(=O)[nH]1 the results were esBAF inh 7, C2C12 statin -25, Cneo AK release 1, ERp5 block -2, miR122 inh 7 and SIRT5 inh 0.
For Cc1cc(N2CCN(S(=O)(=O)c3ccc(C)c(C)c3)CC2)c2ccccc2n1 the results were ARNT-TACC3 inh -25, esBAF inh 7, C2C12 statin 41, Cneo AK release -3, ERp5 block 3, miR122 inh 5 and SIRT5 inh 1.
Screening C[C@@H]1CCCN1[C@H]1CS(=O)(=O)N[C@@H]1COCc1ccccc1 returned esBAF inh -3, C2C12 statin 11, Cneo AK release -1, ERp5 block -2 and miR122 inh 0.
`COc1ccc(N(C)S(=O)(=O)c2cccc(C(=O)N3CCN(Cc4ccc5c(c4)OCO5)CC3)c2)cc1` gave ARNT-TACC3 inh 8, esBAF inh -5, C2C12 statin 15, Cneo AK release -1, ERp5 block 1, miR122 inh -14 and SIRT5 inh -1.
O=C(NNC(=O)C12CC3CC(CC(Cl)(C3)C1)C2)c1csc(N2CCOCC2)n1 was read as ARNT-TACC3 inh -23, esBAF inh -6, C2C12 statin -11, Cneo AK release -1, ERp5 block 5, miR122 inh 1 and SIRT5 inh -2.
CC(C)(C)n1cnc2cc(NC(=O)c3cccs3)ccc21 was read as ARNT-TACC3 inh 0, esBAF inh 35, C2C12 statin -10, Cneo AK release -1, ERp5 block 8, miR122 inh 12 and SIRT5 inh 1.
COc1ccc(OC)c(NC(=O)c2ccc(OC3CSC3)cc2)c1 was read as ARNT-TACC3 inh -1, esBAF inh 1, C2C12 statin -5, Cneo AK release 2, ERp5 block 4, miR122 inh -8 and SIRT5 inh -1.
`CC(C)CC#Cc1ccc2c(c1)O[C@H](CN(C)S(=O)(=O)c1ccc(F)cc1)[C@@H](C)CN([C@@H](C)CO)S2(=O)=O` gave ARNT-TACC3 inh 30, esBAF inh 9, C2C12 statin -7, Cneo AK release -1, ERp5 block 1, miR122 inh 67[16.7 µM] and SIRT5 inh 8.
CCOC(=O)c1cc2occc2n1Cc1ccc(F)cc1 was read as ARNT-TACC3 inh -1, esBAF inh -7, C2C12 statin 25, Cneo AK release -4 and miR122 inh 3.
